Giardia killer – Small Molecules that selectively kill Giardia lamblia: qHTS; AID 540267, 2011; activity change, % at 7.66 µM, hits read low; 340,000 compounds, 0.15% hits; Giardia lamblia trophozoite viability; in the data active = activity change below about -80%; inconclusive = between about -30% and that limit;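 also: parasites exposed to compound for two days anaerobically before the ATP read; % is scaled to controls: 0 for no effect and ±100 for the full control effect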
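Each well holds 100 Giardia trophozoites and compound. After two days (48 hrs) at 37 deg C in anaerobic conditions, ATP is quantified by luminescence.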
GALK inhibitor – qHTS Assay for Inhibitors of Human Galactokinase (GALK) | Purified GALK, Kinase-Glo residual ATP luminescence | Potency, µM (highest dose often 57.5 µM), for inactives: top-dose activity change, negative = inhibition, actives largely listed as inhibitors | 270,000 compounds, 0.007% hits | AID 1868, 2009; also: potency is read from the fitted curve at half-maximal effect; % is scaled to controls: 0 for no effect and ±100 for the full control effect
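Human GALK (5 nM) with 35 uM ATP and 100 uM galactose in 20 mM HEPES pH 8.0, 5 mM MgCl2, 60 mM NaCl, 1 mM DTT, 0.01% BSA. After 1 h at room temperature, leftover ATP was read by Kinase-Glo Plus luminescence.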
FBPA coupling cs – qHTS Assay for Inhibitors of Fructose-1,6-bisphosphate Aldolase from Giardia Lamblia: Coupling assay counterscreen; coupling enzyme system counterscreen, AmpLite Red fluorescence; activity change, negative = inhibition, % at 58.2 µM, hits read low; 290,000 compounds, 0.67% hits; AID 2472, 2010; in the data active = activity change below about -30%; also: % is scaled to controls: 0 for no effect and ±100 for the full control effect
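Coupling enzymes only (glyceraldehyde-3-phosphate) + compound, at 57.5 uM final, 10 min RT; add substrate/coupling/AmpLite Red mix, 20 min RT; fluorescence ex 525/em 598 nm. Actives flag coupling-system interference.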
Tb PFK block – qHTS Assay to Find Inhibitors of T. brucei phosphofructokinase | T. brucei PFK, ADP-Glo luminescence | Potency, µM (titrated, usually from 57.5 µM), for inactives: top-dose activity, negative = inhibition, actives largely listed as inhibitors | 330,000 compounds, 0.17% hits | AID 485367, 2010;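 also: potency is read from the fitted curve at half-maximal effect; 0% = uninhibited 1x PFK enzyme wells and -100% = no-enzyme wells; nearly all actives have a fitted effect of over 60% in size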
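In TEA buffer at pH 8.0 with 5 mM MgCl2, enzyme (1.25 nM) converted F6P (0.5 mM) and ATP (0.1 mM) for 45 min at room temperature. ADP product was read by luciferase luminescence.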
TSHR antag – Antagonists of the Thyroid Stimulating Hormone Receptor: HTS campaign; 330,000 compounds, 0.2% hits; AID 504810, 2011; Thyrotropin receptor (Homo sapiens), P16473; activity change, negative = inhibition, % at 11.5 µM; TSHR-expressing cells, TSH-stimulated cAMP HTRF, 2 h; active compounds read low;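 active = activity change below a set negative limit, meaning inhibition stronger than a set level, cut at about -70% in these data; inconclusive = activity change between two set negative limits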; also: % is scaled to controls: 0 for no effect and ±100 for the full control effect
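Inhibition of cAMP made by TSHR-expressing cells under TSH stimulation (4nM final, EC80; 2 h, 37 deg C) is quantified with a one-step lysis HTRF kit, anti-cAMP cryptate versus cAMP-d2.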
MLL CXXC-DNA inh – qHTS Fluorescence Polarization Assay for Inhibitors of MLL CXXC domain - DNA interaction; Histone-lysine N-methyltransferase 2A (Homo sapiens), Q03164; MLL-CXXC / FITC-HOXA9 DNA fluorescence polarization; Potency, µM (titrated, usually from 115 µM), for the others: top-dose activity change, negative = inhibition, hits mostly inhibitors; 290,000 compounds, 0.037% hits; active = well fitted inhibition curve with a large enough effect in the polarisation, with a control signal flat, not every such curve was filed as active; inconclusive = small, poorly fitted or top-dose-only effect, or effect the other way, or a change in a side signal; inactive = no such curve, though single readings can be large or run the other way; the % refers to the polarisation; also: potency is read from the fitted curve at half-maximal effect
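Purified MLL-CXXC (added from a 7 uM solution) was preincubated 5 min at ambient with pinned compounds in 50 mM Tris-HCl pH 7.5, 50 mM NaCl, 1 mM DTT, 0.05% BSA. Fluorescein-labeled HOX-A9 DNA (50 nM solution) followed, 30 min, then polarization read.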
KCNH2 WT inh – qHTS for Inhibitors of KCHN2 3.1: Wildtype qHTS. Voltage-gated inwardly rectifying potassium channel KCNH2 (Homo sapiens), Q12809. activity change, % at 1.84 µM. AID 720551, 2013. 340,000 compounds, 0.37% hits. U2OS, BacMam KCNH2, thallium flux FluxOr; active compounds read low;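 active = maximum activity change below -70%; inconclusive = maximum activity change between -70% and -50%; inactive = maximum activity change above -50%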; also: % is scaled to controls: 0 for no effect and ±100 for the full control effect
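U2OS cells were transduced with wild-type KCNH2 virus (2.03 x 10^8 / mL) for 4 h at room temperature, then cultured overnight at 37 C. Thallium flux was read with FluxOr dye. Rate constants were normalized to DMSO controls.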
TCR activator – Activators of T cell receptors: qHTS campaign | Potency, µM (titrated, usually from 9.22 µM), inactives show at the top dose activation of IL-2 secretion, actives largely listed as activators | primary human leukocytes, anti-CD3, IL-2 HTRF, 48 h | AID 504894, 2011 | 330,000 tested, under 10 active; also: % of control where 0% means no effect
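48 hr co-incubation of compounds, a-CD3 beads and primary human leukocytes; IL-2 quantified homogeneously by HTRF with anti-IL-2 K and d2 conjugates.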
Chronic BCR inh – qHTS Assay to Find Inhibitors of Chronic Active B-Cell Receptor Signaling. ABC-DLBCL IkBa-CBG/CBR reporter, luminescence ratio, 4 h. Potency, µM (doses to about 46.1 µM), inactives show top-dose ratio change, negative = lower green/red ratio, actives largely listed as inhibitors. 340,000 compounds, 0.05% hits. AID 493014, 2011; active = well fitted inhibition curve with a large enough effect in the signal ratio, with a control signal flat, not every such curve was filed as active; inconclusive = small, poorly fitted or top-dose-only effect, or effect the other way, or a change in a side signal; the % refers to the signal ratio;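 also: potency is read from the fitted curve at half-maximal effect; plate controls were basal doxycycline-induced cells for no effect and cells given 10 µM MG132 for full effect; MG132 reads +100%, hits lower the ratio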
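TMD8 human ABC-DLBCL cells with doxycycline-inducible IκBα–green luciferase fusion and unfused red luciferase, in 0.5% FBS medium; compounds up to 46 uM, 4 h at 37C. Green/red luminescence ratio, filter-overlap corrected, fitted to concentration-response curves.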
AT treatment – qHTS Assay for Identifying a Potential Treatment of Ataxia-Telangiectasia. AID 485349, 2010. Potency, µM (titrated, usually from 57.5 µM), inactives show at the top dose activation, usual class: activators. 320,000 compounds, 0.19% hits. […] A-T fibroblasts, KAP-1 phosphorylation AlphaLISA; neocarzinostatin DNA damage 30 min before lysis; also: potency is read from the fitted curve at half-maximal effect; % of control where 0% means no effect; nearly all actives have a fitted effect of over 45% in size
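hTERT-immortalized A-T patient fibroblasts ([…]), 500 cells/well in OPTI-MEM, 1% FBS, got compounds for 60 min, then NCS for 30 min at 37C. Lysates were then assayed for phospho-KAP-1 by AlphaLISA (anti-pKAP1 donor, anti-KAP1 acceptor beads), 6 hr at 25C.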
* = called active by the depositor; ? = inconclusive; . = not tested or not shown; [ ] = dose if it differs, or a comment. Unless noted, calls follow the shape of the dose curve; as a rule, active = well fitted curve in the direction sought with a large enough effect; inconclusive = small, poorly fitted or top-dose-only effect, or another doubt; inactive = no such curve, though single readings can be large; an effect the other way counts as inactive or inconclusive.

SMILES	Giardia killer	GALK inhibitor	FBPA coupling cs	Tb PFK block	TSHR antag	MLL CXXC-DNA inh	KCNH2 WT inh	TCR activator	Chronic BCR inh	AT treatment
COc1cc(/C=C/C(=O)OCC(=O)NCCC2=CCCCC2)cc(OC)c1OC	-6	.	.	0%	-7	.	0	-4%	?	13%
CCCCN1C(=O)C(NC(=O)c2cccnc2)(C(F)(F)F)C2=C1CC(C)(C)CC2=O (stereo not drawn)	6	-4%	.	0%	-14	-5%	2	0%	2%	-6%
CCOc1ccccc1Nc1ccc(C(=O)O)cc1NC(C)=O	-12	-1%	4	1%	30	-14%	41	-1%	0%	.
COc1cc2c3nnc(-c4ccccc4)c-3cn(Cc3ccc(F)cc3)c2cc1OC	-8	0%	-1	-2%	-7	?	-7	1%	-1%	2%
Cc1ccc(-c2nc(CN(Cc3cnn(C)c3)C(C)C)c(C)o2)o1	-10	3%	-4	-3%	4	-3%	0	.	0%	7%
C/C(Cc1ccccc1)=N\NC(=O)CNC(=O)COc1cccc(C)c1	21	5%	2	1%	5	0%	6	8%	-14%	6%
Cc1csc(NC(=O)c2cccs2)n1	-2	-3%	-2	0%	15	1%	6	1%	?	-3%
CCOc1cc(S(=O)(=O)Nc2ccncc2)ccc1F	4	1%	3	1%	-8	4%	3	-1%	0%	3%
CC(=O)Nc1ccc(S(=O)(=O)Oc2ccc(C=O)cc2)cc1	6	-2%	2	1%	-7	-6%	1	-4%[46.1 µM]	-3%	4%
COC(=O)c1ccc([C@@H]2C[C@H]3CN(Cc4cccnc4)C(=O)[C@]34CCCN24)cc1	-16	1%	0	-5%	-5	-11%	-7	-3%	-6%	10%
Cc1ccc(NC(=O)N2CCSc3ccccc32)cc1	0	6%	2	-2%	2	6%	4	2%	?	-2%
COC(=O)C1=C(C)N(C)C(=O)/C1=C\c1cccs1	16	0%	0	3%	-15	-2%	-16	-4%[46.1 µM]	8%	-9%
COc1cc(Cl)ccc1OCc1cc(C(=O)N2CCCCC2c2cccnc2)no1 (stereo not drawn)	14	11%	0	2%	7	0%	30	11%	8%	-3%
CCOc1ccc(NC(=O)CN2CCN(CC(=O)Nc3cccc(F)c3)CC2)cc1	-23	0%	3	3%	5	-4%	-20	-34%	8%	-3%
COc1ccc(N2CCN(C(=O)CSc3nnc(Cn4nnc5ccccc54)n3C)CC2)cc1	1	-1%	0	-9%	6	-1%	12	1%	?	-25%
O=C(NCc1ccccn1)Nc1ccccc1C(F)(F)F	-19	1%	.	0%	-6	-2%	-18	-82%	-17%	4%
COc1ccc(C2C(C(N)=O)=C(C)Nc3nc(-c4cccc(Cl)c4)nn32)cc1OC (stereo not drawn)	4	0%	0	5%	3	-2%	-2	.	?	6%
O=C(CSc1nnnn1Cc1ccccc1)c1ccc(F)cc1	-18	-1%	-4	-3%	4	9%	-2	8%	2%	4%
COc1ccc(-c2nc3c(c(=O)[nH]c(=O)n3Cc3ccccc3)n2CCO)cc1	5	14%	2	-2%	1	-4%	-4	3%	?	-4%
COC(=O)C1=CN(CC2CCCO2)C=C(C(=O)OC)C1c1ccccc1C(F)(F)F (stereo not drawn)	-7	3%	1	12%	-8	-1%	-4	0%	6%	7%
CCc1nnc(NC(=O)CSc2nc(-c3ccc(F)cc3)cc(-c3ccccc3)c2C#N)s1	5	1%	3	9%	-1	-2%	.	2%[46.1 µM]	-18%	-1%
COc1ccc(C(=O)/C=C/c2ccc(C)cc2)c(OC(=O)c2ccc([N+](=O)[O-])cc2)c1	-8	1%	-2	-6%	-2	5%	?	-2%	-1%	3%
COc1cccc(C2=NOC(C(=O)Nc3cccnc3Cl)C2)c1 (stereo not drawn)	-5	9%	2	-3%	0	7%	-11	-8%	-19%	-1%
CCOC(=O)COc1nc(N(C)C)nc(N(C)C)n1	-1	6%	2	-2%	4	-2%	3	-7%	-4%	10%
O=C(Cc1ccccc1)Nc1ncnc2c1C(c1ccccc1)c1c(ccc3ccccc13)O2 (stereo not drawn)	-5	.	.	4%	-4	.	.	0%	-3%	4%

Some entries already given, reduced to MLL CXXC-DNA inh:
SMILES	MLL CXXC-DNA inh
CCCCN1C(=O)C(NC(=O)c2cccnc2)(C(F)(F)F)C2=C1CC(C)(C)CC2=O (stereo not drawn)	-5%
COC(=O)C1=CN(CC2CCCO2)C=C(C(=O)OC)C1c1ccccc1C(F)(F)F (stereo not drawn)	-1%

Some of these compounds in order of their number in Tb PFK block, ascending:
| smiles | Tb PFK block |
| --- | --- |
| Cc1ccc(-c2nc(CN(Cc3cnn(C)c3)C(C)C)c(C)o2)o1 | -3% |
| CCOC(=O)COc1nc(N(C)C)nc(N(C)C)n1 | -2% |
| CC(=O)Nc1ccc(S(=O)(=O)Oc2ccc(C=O)cc2)cc1 | 1% |
| O=C(Cc1ccccc1)Nc1ncnc2c1C(c1ccccc1)c1c(ccc3ccccc13)O2 (stereo not drawn) | 4% |

Other compounds:
SMILES	Giardia killer	GALK inhibitor	FBPA coupling cs	Tb PFK block	TSHR antag	MLL CXXC-DNA inh	KCNH2 WT inh	TCR activator	Chronic BCR inh	AT treatment
Cc1cc(C)n(C(=O)Cn2nc(C)c(Br)c2C)n1	3	0%	1	6%	-3	-12%	5	.	-8%	3%
Cn1c(=O)n(Cc2ccccc2F)c(=O)c2c1nc1n2CCCN1CCc1ccccc1	-2	-1%	0	1%	-6	6%	3	-25%	1%	1%
COc1ccc(NS(=O)(=O)c2cc(N)ccc2N2CCCC2)cc1	10	.	.	16%	0	.	-1	3%	-14%	3%
O=C(Cc1ccccc1F)Nc1cc(S(=O)(=O)N2CCOCC2)ccc1N1CCCC1	6	.	.	-8%	-5	.	-3	10%	?	12%
CCCCCCCCCc1nc2sc3c(c2c(=O)n1NC(=O)c1ccccc1[N+](=O)[O-])CC(C)(C)OC3	30[activator]	0%	0	3%	-24	-10%	-8	0%[46.1 µM]	0%	-4%
Cc1ccc(CN2CCN(Cc3cnn(-c4ccc(Cl)cc4)c3)CC2CCO)o1 (stereo not drawn)	-8	6%	2	4%	5	15%	39	13%	0%	-4%
CC1CCCC(NC(=O)c2cc(S(=O)(=O)N3CCOCC3)ccc2F)C1C (stereo not drawn)	1	2%	0	-5%	1	0%	-3	-1%	-5%	3%
CC(=O)C1=C(O)C(=O)N(c2ccc(O)cc2)C1c1ccc(F)cc1 (stereo not drawn)	-26	.	3	-2%	-4	16%	6	-1%	1%	3%
CCN(CC(=O)NCc1ccc(Cl)cc1)C(=O)CCc1ccccc1	-8	-2%	1	-8%	-9	-5%	-5	-1%	2%	6%
NC(=O)c1ccccc1NC(=O)Nc1ccc(F)c(Cl)c1	-7	-1%	1	-17%	-6	13%	.	-2%	?	1%
CC(C)(C)OC(=O)C[C@H]1C/C=C\C[C@@H](CC(=O)N[C@H](CO)Cc2ccccc2)C(=O)NC[C@H](c2ccccc2)OC1=O	8	.	.	-2%	-2	.	-4	3%	0%	-2%

Copied from the list:
KCNH2 WT inh with CC(C)(C)OC(=O)C[C@H]1C/C=C\C[C@@H](CC(=O)N[C@H](CO)Cc2ccccc2)C(=O)NC[C@H](c2ccccc2)OC1=O = -4
Giardia killer with NC(=O)c1ccccc1NC(=O)Nc1ccc(F)c(Cl)c1 = -7
TSHR antag with Cc1cc(C)n(C(=O)Cn2nc(C)c(Br)c2C)n1 = -3
GALK inhibitor with CC1CCCC(NC(=O)c2cc(S(=O)(=O)N3CCOCC3)ccc2F)C1C (stereo not drawn) = 2%
